# From PubChem BioAssay
# ERb coact inh – ER-beta (human) coactivator binding inhibition. Q92731. TR-FRET ER-beta LBD / SRC1-Cy5 peptide binding; receptor agonist-loaded with 1 µM estradiol. inhibition, % at 25.6 µM. actives 1.3% (n = 86,000);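 active means compounds whose percent inhibition of the receptor-coactivator binding signal exceeds about 50% in the single-dose screen, limit read from the data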;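 further: 0% = receptor plus peptide wells without compound and 100% = peptide-only wells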
# ERa coact pot – ER-alpha (human) coactivator binding potentiation | P03372 | TR-FRET ERalpha-LBD/SRC-Cy5 coactivator binding, 2 h; 100 = basal binding, no effect | coactivator binding (% of control), % at 25.6 µM | actives 1.3% (n = 86,000) | AID 639; in the data active means activity above about 200%;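 further: binding measured in presence of low estradiol as agonist stimulus; 0% = peptide alone without receptor and 100% = receptor with peptide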
# Target sequence (P03372 whole entry, looked up, the tested form may be a part): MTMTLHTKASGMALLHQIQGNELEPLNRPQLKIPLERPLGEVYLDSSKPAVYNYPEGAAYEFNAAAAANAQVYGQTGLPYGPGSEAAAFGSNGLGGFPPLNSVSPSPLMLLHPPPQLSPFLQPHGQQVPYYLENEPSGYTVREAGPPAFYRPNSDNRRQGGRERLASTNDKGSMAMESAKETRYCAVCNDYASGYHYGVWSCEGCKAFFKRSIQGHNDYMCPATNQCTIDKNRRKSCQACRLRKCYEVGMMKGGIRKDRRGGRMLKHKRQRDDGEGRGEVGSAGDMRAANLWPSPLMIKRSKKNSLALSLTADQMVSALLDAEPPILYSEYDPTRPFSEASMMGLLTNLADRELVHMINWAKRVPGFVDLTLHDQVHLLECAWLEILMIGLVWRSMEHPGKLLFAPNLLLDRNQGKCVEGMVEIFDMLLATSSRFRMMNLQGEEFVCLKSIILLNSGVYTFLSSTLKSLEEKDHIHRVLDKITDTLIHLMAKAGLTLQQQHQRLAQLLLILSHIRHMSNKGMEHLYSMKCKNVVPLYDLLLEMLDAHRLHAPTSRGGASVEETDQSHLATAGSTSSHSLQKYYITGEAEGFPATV
# sEH act – activators of human soluble epoxide hydrolase; P34913; purified human sEH enzymatic activity, activator screen; activation, % at 2 µM; actives 0.04% (n = 91,000); AID 717; in the data active means activation above about 37%; further: values of inactives mirror those of a sister screen read the other way
# HUVEC prolif 384 – inhibitors of human endothelial cell proliferation; HUVEC proliferation, CellTiter-Glo luminescence, 72 h; stronger effect = lower value; viability, % at 10 µM (by protocol); actives 1.1% (n = 86,000); AID 648;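 active means viability at or below 30%; inactive means viability above 30%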;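 further: 100% = median luminescence of DMSO-only cell control wells on each plate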
# Smad3 FoxH1 inh – blocks human Smad3 binding to FoxH1 peptide; P84022; TR-FRET Smad3/Dy647-FoxH1 peptide binding, europium anti-His; inhibition, % at 25 µM; actives 0.29% (n = 88,000);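 active means compounds that reduce the energy-transfer binding signal between the protein and its labelled peptide by more than half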;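 further: 0% = Smad3 plus labelled peptide maximal FRET and 100% = peptide-only background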
# Target sequence (P84022 whole entry, looked up): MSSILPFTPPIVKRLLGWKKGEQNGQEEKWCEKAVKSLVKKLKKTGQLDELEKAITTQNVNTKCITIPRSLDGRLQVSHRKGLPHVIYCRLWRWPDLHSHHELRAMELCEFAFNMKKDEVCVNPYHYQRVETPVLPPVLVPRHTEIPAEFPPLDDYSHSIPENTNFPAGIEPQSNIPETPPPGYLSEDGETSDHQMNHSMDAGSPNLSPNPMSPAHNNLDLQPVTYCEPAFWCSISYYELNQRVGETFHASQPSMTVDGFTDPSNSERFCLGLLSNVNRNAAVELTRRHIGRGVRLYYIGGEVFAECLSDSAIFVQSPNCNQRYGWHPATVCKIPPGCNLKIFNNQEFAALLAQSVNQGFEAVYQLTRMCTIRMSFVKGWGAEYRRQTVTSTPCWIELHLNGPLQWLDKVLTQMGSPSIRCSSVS
# Candida biofilm – kills Candida albicans biofilms | C. albicans biofilm + clotrimazole, Alamar Blue | inhibition, % at 6 µM | actives 0.14% (n = 85,000) | AID 834;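 active means inhibition above 20%; inactive means inhibition below 20%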;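 further: preformed 24 hr biofilms exposed to compound for 48 hr; 0% = biofilm without compound and 100% = blank killed by clotrimazole plus chlorhexidine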
# Fibroblast inh – blocks proliferation of human lung fibroblasts; LL 47 human lung fibroblast viability, ATP luminescence; stronger effect = lower value; actives 1.1% (n = 85,000); viability, % at 10 µM; AID 719;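 active means viability at or below 50% in the single dose screen; inactive means viability above 50%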;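 further: compound exposure lasted 72 h before the ATP readout; 100% = median luminescence of untreated cell-only wells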
#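 Signal: luminescent ATP detection, CellTiter-Glo; assay system: LL 47 human lung fibroblasts; input: 1,150 cells/well; incubation: overnight cell rest, 72 h compound treatment at 37 °C; measure: % viability versus median cells-only luminescence; medium: IMEM growth medium with 15% fetal bovine serum; dosing: compound addition at 0.1% DMSO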
# ERa coact inh – ER-alpha (human) coactivator binding inhibition. P03372. TR-FRET ER-alpha LBD / SRC-1 peptide, estradiol-bound. inhibition, % at 25.6 µM. actives 1.7% (n = 86,000). AID 629; in the data active means inhibition above about 50%;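 further: 0% = receptor plus peptide control and 100% = peptide only without receptor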
# H69AR growth 86K – blocks growth of human H69AR lung tumor cells | H69AR lung tumor viability, ATP luminescence, 72 h; stronger effect = lower value | viability, % at 10 µM | actives 6% (n = 85,000) | AID 598;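 active means viability at or below 40%; inactive means viability above 40%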;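 further: multidrug resistant small cell line overexpressing MRP-1 efflux transporter; 100% = mean luminescence of untreated control wells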
# An asterisk follows results filed as active; / = not tested or not shown; [ ] = remark or other dose. An excerpt (hit frequency here may not be typical).
SMILES,ERb coact inh,ERa coact pot,sEH act,HUVEC prolif 384,Smad3 FoxH1 inh,Candida biofilm,Fibroblast inh,ERa coact inh,H69AR growth 86K
NC(=O)CSc1nnc(-c2ccncc2)n1CCc1ccccc1,-2,88,14,94,-4,7,96,-6,88
COc1ccc(OC)c(S(=O)(=O)Nc2ccc(Oc3ccccc3)cc2)c1,11,100,6,91,9,7,92,-3,94
COc1cc2cc(CN(CCN3CCCC3)C(=O)Nc3ccc(F)cc3)c(=O)[nH]c2cc1OC,-5,95[fluorescence artefact?],/,96,-9,7,94,-1[fluorescence artefact?],94
Oc1ccc(-c2onc3ccc(Cl)cc23)cc1,-17[fluorescence artefact?],61[fluorescence artefact?],-7,73,-1,3,99,2[fluorescence artefact?],98
CC(=O)c1c(C)[nH]c(C(=O)OCC(=O)Nc2ncc(Cl)c(C)c2Cl)c1C,44,65[fluorescence artefact?],/,94,1,4,/,37,85
Cc1ccc(Cn2nnc3c(=O)n(CC(=O)N4CCN(c5ccccc5)CC4)cnc32)cc1,-15,103,1,112,6,0,88,-28,92
COc1cc(C2C(C#N)=C(N)OC3=C2C(=O)CCC3)cc(OC)c1OC(=O)N1CCOCC1 (stereo not drawn),-28,96,2,90,-3,1,102,-28,89
CC(C)(C)C1=C(C#N)C(c2ccc3c(c2)OCO3)C(C#N)=C(N)O1 (stereo not drawn),3,105,/,92,6,7,94,-4,83
CCn1c2ccccc2c2nnc(SCc3ccc(C(=O)OC)o3)nc21,-7,97,/,99,11,4,101,0[fluorescence artefact?],84
CN=C1SC(CC(=O)Nc2ccc(N3CCOCC3)cc2)C(=O)N1C (stereo not drawn),-12,111,-17,101,4,3,90,-37,74
O=C(CCC(=O)c1cccs1)Nc1ccc(F)c(F)c1F,0,97,-8,103,4,-9,96,2,97
COc1cc(NC(=O)c2ccc(COCC(F)(F)F)o2)cc(OC)c1OC,-1,110,-11,97,-2,5,93,-23,98
COc1ccc(N(CC(O)Cn2nnc3ccccc32)S(=O)(=O)c2ccc(C)cc2)cc1 (stereo not drawn),-1[fluorescence artefact?],105,3,112,-2,7,99,0[fluorescence artefact?],87
COc1cccc(N2CCN(CC(=O)Nc3nnc(-c4ccccc4)s3)CC2)c1,7[fluorescence artefact?],103[fluorescence artefact?],9,81,-5,4,96,-4,79
COc1cccc(CC(NC(C)=O)C(=O)NC2CCN(c3nnnn3-c3ccccc3)CC2)c1 (stereo not drawn),-14[fluorescence artefact?],110[fluorescence artefact?],20,93,-3,7,98,-5,78
CCCc1cc(=O)[nH]c(SCC(=O)NC(=O)c2ccccc2)n1,-13,120,-6,99,-6,13,97,0,95
Cc1cc2nsnc2c(S(=O)(=O)NCC(=O)O)c1C,3[fluorescence artefact?],108,/,94,3,5,95,1[fluorescence artefact?],103
COc1ccc2nc(SCC(=O)N3CCN(c4ccccc4F)CC3)c(C#N)cc2c1,26[fluorescence artefact?],186,17,97,-1,0,107,16[fluorescence artefact?],52
COc1cccc(-c2nnc3sc(-c4ccco4)nn23)c1,1,186,/,89,-1,5,92,5,74
CCOc1ccc(OCC)c(NC(=O)C2CCCN2S(=O)(=O)c2cccc3cccnc23)c1 (stereo not drawn),0,108,/,90,-1,8,84,0,79
CCOc1ccccc1-n1nnnc1SCC(=O)Nc1cc(C)on1,11,98,/,94,0,9,105,1,94
Cc1c(C(=O)N2CCN(C)CC2)oc2ccc(S(=O)(=O)N3CCOCC3)cc12,-5[fluorescence artefact?],108[fluorescence artefact?],/,80,-1,7,95,5[fluorescence artefact?],66
CC(=O)N1C(C(=O)O)CSC1c1ccc(C)cc1 (stereo not drawn),-14[fluorescence artefact?],131[fluorescence artefact?],-2,96,0,4,97,-6,93
COc1cccc(/C=N/NC(=O)CC2C(=O)NN=C2C)c1O (stereo not drawn),-20,106,-16,94,8,5,104,-3,103
CCOC(=O)N1CCC(NC(=O)C2CCN(C(=O)N3CC(C)Oc4ccccc43)CC2)CC1 (stereo not drawn),-12,93,-38,95,1,10,95,-3,79

# Single records, as listed above.
# Profile of COc1ccc2nc(SCC(=O)N3CCN(c4ccccc4F)CC3)c(C#N)cc2c1 : ERb coact inh: 26[fluorescence artefact?]; ERa coact pot: 186; sEH act: 17; HUVEC prolif 384: 97; Smad3 FoxH1 inh: -1; Candida biofilm: 0; Fibroblast inh: 107; ERa coact inh: 16[fluorescence artefact?]; H69AR growth 86K: 52
# Profile of COc1cc(C2C(C#N)=C(N)OC3=C2C(=O)CCC3)cc(OC)c1OC(=O)N1CCOCC1 (stereo not drawn) : ERb coact inh: -28; ERa coact pot: 96; sEH act: 2; HUVEC prolif 384: 90; Smad3 FoxH1 inh: -3; Candida biofilm: 1; Fibroblast inh: 102; ERa coact inh: -28; H69AR growth 86K: 89
# Profile of COc1cccc(-c2nnc3sc(-c4ccco4)nn23)c1 : ERb coact inh: 1; ERa coact pot: 186; sEH act: /; HUVEC prolif 384: 89; Smad3 FoxH1 inh: -1; Candida biofilm: 5; Fibroblast inh: 92; ERa coact inh: 5; H69AR growth 86K: 74

# Back to the main list, repeating the three entries before the break.
SMILES,ERb coact inh,ERa coact pot,sEH act,HUVEC prolif 384,Smad3 FoxH1 inh,Candida biofilm,Fibroblast inh,ERa coact inh,H69AR growth 86K
CC(=O)N1C(C(=O)O)CSC1c1ccc(C)cc1 (stereo not drawn),-14[fluorescence artefact?],131[fluorescence artefact?],-2,96,0,4,97,-6,93
COc1cccc(/C=N/NC(=O)CC2C(=O)NN=C2C)c1O (stereo not drawn),-20,106,-16,94,8,5,104,-3,103
CCOC(=O)N1CCC(NC(=O)C2CCN(C(=O)N3CC(C)Oc4ccccc43)CC2)CC1 (stereo not drawn),-12,93,-38,95,1,10,95,-3,79
Cc1cc(C(c2ccc(C)o2)c2ccc(C)o2)c(O)c([N+](=O)[O-])c1,7,99,-1,128,20,78*,101,4,91
COC(=O)c1c(C)[nH]c(C(=O)OCc2ccc(F)cc2)c1C,-17,117,-2,114,6,7,97,-9,98
O=C(NCCCN1CCCC1=O)c1cccc(N2CCCC2=O)c1,6,137,6,106,1,1,93,-9,96
COc1ccccc1N=C(C)C1=C(O)CSC1=O,11[fluorescence artefact?],95,-20,99,14,4,97,5[fluorescence artefact?],102
Cc1nnc(NC2=NCCC2)o1,-5,121,7,100,3,3,97,-6,103
Cc1cc(C(=O)CSc2nc(N)cc(=O)[nH]2)c(C)n1CCc1ccc(F)cc1,-7,94,1,92,-6,6,91,-2,78
COc1ncnc2c1cnn2-c1ccccc1,-5,107,14,94,-6,6,98,-7,102
CCCc1nnc(SCC(=O)Nc2ccc(OCC)cc2)n1N,-2,113,0,93,3,10,97,4,91
CCOC(=O)C1CCN(CC(=O)Nc2c(C(=O)OC)[nH]c3ccc(Cl)cc23)CC1,1,89,-2,92,5,4,98,-3,42
COc1cccc(-c2ccc(=O)n(CC(=O)NCCN3CCOCC3)n2)c1,-4,126,2,102,-6,4,93,-4,94
CN(CC(=O)NCc1ccncc1)S(=O)(=O)c1ccccc1,-1[fluorescence artefact?],108,-6,101,9,5,109,14,114
Fc1c(F)c(C(F)(F)F)c(F)c(F)c1N/N=C\c1cccs1,6[fluorescence artefact?],110,-10,59,-2,4,99,-2,61
COc1ccc(-c2nsc(SCC(=O)Nc3cc(C)on3)n2)cc1,11[fluorescence artefact?],241*[fluorescence artefact?],6,91,6[fluorescence artefact?],7,95,3[fluorescence artefact?],98
COc1ccc2ccccc2c1CN1CCCC(CO)C1 (stereo not drawn),-3,108,/,97,2,8,93,-6,94
Brc1c(CSc2nncn2-c2ccccc2)nc2ncccn12,-10,106[fluorescence artefact?],1,93,4,5,/,-3,87
Cc1ccccc1C(=O)NCc1nnc(SCC(=O)N2CCN(c3ccccc3)CC2)n1C,-2,118,5,95,6,8,96,21[fluorescence artefact?],99
CCN(CC)CCOC(=O)c1cccc(Cl)c1,-34,104,6,97,3,11,93,-30,94
O=C(COC(=O)c1ccc(Br)c(S(=O)(=O)N2CCOCC2)c1)NCC1CCCO1 (stereo not drawn),-8,109,/,103,6,8,103,-4,102
O=C(CCSc1nnc(-c2ccncc2)o1)Nc1ccccc1,7[fluorescence artefact?],64,11,102,-5,3,107,-9,103
COc1cc(C(c2sc3nc(C)nn3c2O)N2CCc3ccccc3C2)cc(OC)c1OC (stereo not drawn),-2,106,/,82,-3,12,94,-6,87
O=C(c1c(F)c(F)c(F)c(F)c1F)N(Cc1ccccc1)Cc1ccccc1,-1[fluorescence artefact?],109,-2,88,-5,5,92,4[fluorescence artefact?],36*
CC1(C)OC(c2ccccc2)=C/C(=C/C=Nc2ccccc2)O1,10[fluorescence artefact?],87[fluorescence artefact?],-20,100,13,6,97,7,88
Cc1ccc(S(=O)(=O)c2c(C)nn(C(C)(C)C)c2OC(=O)c2ccco2)cc1,15,96,5,14*,-20,-2,109,28,54
Cc1ccc2nc(SCC(=O)N3CCOCC3)[nH]c2c1,1,92,3,99,-2,2,103,-1,93
O=C(CSCc1ccccc1)N1CCN(Cc2ccc3c(c2)OCO3)CC1,-8,130,3,85,2,6,99,-4,98

# Next section, starting with the last two of the part before.
SMILES,ERb coact inh,ERa coact pot,sEH act,HUVEC prolif 384,Smad3 FoxH1 inh,Candida biofilm,Fibroblast inh,ERa coact inh,H69AR growth 86K
Cc1ccc2nc(SCC(=O)N3CCOCC3)[nH]c2c1,1,92,3,99,-2,2,103,-1,93
O=C(CSCc1ccccc1)N1CCN(Cc2ccc3c(c2)OCO3)CC1,-8,130,3,85,2,6,99,-4,98
Cc1cc(N)c(-n2cc3c(=O)n(C)c(=O)n(C)c3c2)cc1C,-3[fluorescence artefact?],97,8,87,-7,3,97,3,54
COc1ccc(Cn2nnnc2C(C(C)C)N2CCN(c3ccccc3OC)CC2)cc1 (stereo not drawn),-4,117,12,99,-6,6,106,-27,84
COCc1cc(C)nc(Nc2cc(C)ccc2C)c1C#N,-1,131,/,91,7,1,97,-4,98
Cc1cc(C)c(NC(=O)CS(=O)CC(=O)NC2CCCc3ccccc32)c(C)c1 (stereo not drawn),3[fluorescence artefact?],104,-8,78,-2,8,93,6[fluorescence artefact?],82
CCOC(=O)c1cnc(N2CCOCC2)[nH]c1=O,7,102,-3,104,-4,5,96,0,104
O=C1CC(Nc2ccccc2)C(=O)N1Cc1ccccc1 (stereo not drawn),-12,110[fluorescence artefact?],6,99,16[fluorescence artefact?],7,93,-3,99
CC(=O)Nc1sc2c(c1C(c1ccccc1)N1CCOCC1)CCCC2 (stereo not drawn),-3,94,-4,75,7,0,85,6,86
CCc1c(O)nc(SCC(=O)Nc2ccc(C)cc2)n(C2CCCCC2)c1=O,24,44,/,80,14,4,102,23,90
CC(C)(C)NS(=O)(=O)c1ccc(CCC(=O)N2CCCCC2)cc1,7,96,-9,97,2,4,99,-1,98
O=C(CSc1nc2ccccc2o1)NC(=O)NCc1ccccc1,0,81,2,95,16[fluorescence artefact?],10,97,4,81
CN(CCNC(=O)c1ccc(/C=N/O)nc1)Cc1ccccc1,4[fluorescence artefact?],107,/,96,6,-1,94,9,99
